CHO parental Ca = counter-screen: ATP calcium response change in parental CHO cells | inhibition, % at 5.6 µM | 330,000 compounds, 0.63% hits | parental CHO-K1, ATP-induced calcium, Fluo-8 fluorescence;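 active = inhibition above that plate's mean sample inhibition plus 3 SD, cut at about 26% in these data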;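 note: 0% = ATP-challenged DMSO wells and 100% = DMSO wells without ATP; some compounds past the cut are filed as inactive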
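Assay system: parental CHO cells; Read-out basis: percent inhibition of ATP-evoked calcium rise, normalized to controls; Benchmarks: ATP and no-ATP DMSO wells; Compound dosing: single nominal dose of 5.6 µM per compound; Signal: Fluo-8 calcium dye fluorescence; Also added: ATP as calcium-mobilizing challenge; Repeats: singlicate.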
TAAR1 agonist = agonists of human TAAR1. Q96RJ0. CHO RD-HGA16 TAAR1, Fluo-8 calcium fluorescence; vehicle wells 0%, saturating PEA agonist 100%. activation, % at 3 µM. 360,000 compounds, 0.99% hits. AID 624467;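 active = activation above the mean activation of all test compounds in the run plus 3 SD, cut at about 38% in these data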
Target sequence (Q96RJ0 whole entry, looked up): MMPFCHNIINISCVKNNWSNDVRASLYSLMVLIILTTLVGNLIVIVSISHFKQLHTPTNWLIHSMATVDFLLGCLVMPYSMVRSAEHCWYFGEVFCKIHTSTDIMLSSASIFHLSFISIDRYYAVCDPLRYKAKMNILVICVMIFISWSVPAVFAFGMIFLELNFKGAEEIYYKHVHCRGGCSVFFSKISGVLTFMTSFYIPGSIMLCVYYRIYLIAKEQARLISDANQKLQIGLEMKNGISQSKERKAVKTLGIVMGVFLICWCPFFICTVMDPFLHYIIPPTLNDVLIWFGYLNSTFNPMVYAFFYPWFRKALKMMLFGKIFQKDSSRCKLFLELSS
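System: CHO-derived RD-HGA16 cells with stable Gα16 and human TAAR1. Times: 17-24 h plating, Fluo-8 75 min 37 °C, 30 min RT. Measured by: calcium-sensitive Fluo-8 signal, excitation 470-495, emission 515-575 nm. Read-out basis: % activation relative to PEA EC100 response. Control set: DMSO and PEA EC100. Repeats: no replicates (n 1).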
CHRM1 PAM = positive allosteric modulators of human M1 muscarinic receptor | P11229 | CHO-K1 hM1, Fluo-8 calcium fluorescence, ACh EC20; 0% = ACh EC20, 100% = maximal ACh | activation, % at 3 µM | 360,000 compounds, 0.088% hits | AID 588819; in the data active = activation above about 19%, passing the limit was not always enough
Target sequence (P11229 whole entry, looked up): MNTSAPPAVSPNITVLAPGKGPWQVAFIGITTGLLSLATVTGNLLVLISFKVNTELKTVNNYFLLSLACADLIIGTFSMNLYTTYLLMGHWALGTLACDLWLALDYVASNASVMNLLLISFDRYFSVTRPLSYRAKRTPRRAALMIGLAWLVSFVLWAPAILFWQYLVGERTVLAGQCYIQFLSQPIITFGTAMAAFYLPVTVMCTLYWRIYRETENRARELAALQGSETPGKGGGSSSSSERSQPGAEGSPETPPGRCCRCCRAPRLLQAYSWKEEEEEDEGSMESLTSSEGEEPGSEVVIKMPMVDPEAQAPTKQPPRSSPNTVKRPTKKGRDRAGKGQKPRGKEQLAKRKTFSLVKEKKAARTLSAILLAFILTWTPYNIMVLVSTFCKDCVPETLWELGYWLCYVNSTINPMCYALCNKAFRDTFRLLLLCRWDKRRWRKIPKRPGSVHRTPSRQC
CHRM1 agonist = human M1 muscarinic receptor agonism | P11229 | CHO-K1 hM1, Fluo-8 calcium fluorescence, agonist mode; 0% DMSO, 100% acetylcholine EC100 | activation, % at 3 µM | 360,000 compounds, 0.33% hits | AID 588814;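 active = activation above the run's mean compound activation plus 3 SD, cut at about 16% in these data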;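 note: peak over basal fluorescence ratio within a 140 s kinetic read after compound addition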
M1 ag parental = nonselective activator or artifact in parental CHO-K1 cells | Fluo-8 calcium fluorescence; scaled to maximal ATP response, vehicle zero | activation, % at 3 µM | 360,000 compounds, 0.48% hits; in the data active = activation above about 15%;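 note: untransfected CHO-K1 host cells lacking M1 receptor as counterscreen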
CHO-K1 Ca antag = counter-screen for M1 antagonists: effect in parental CHO-K1 cells. ATP-induced calcium, Fluo-8 fluorescence. inhibition, % at 3 µM. 360,000 compounds, 0.6% hits. AID 602250;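 active = inhibition above a per-plate cutoff, the plate's mean sample inhibition plus 3 SD, cut at about 24% in these data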;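 note: 0% = DMSO plus EC80 ATP and 100% = DMSO alone without ATP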
CHRM1 antagonist = human CHRM1 antagonism | CHO-K1 hM1, Fluo-8 calcium fluorescence, ACh EC80 antagonist | inhibition, % at 3 µM | 360,000 compounds, 1.3% hits | AID 588852;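 active = percent inhibition above its own plate's cutoff, namely the mean of that plate's compound wells plus 3 SD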;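 note: peak over basal fluorescence ratio during 140 s after agonist addition; 0% = ACh EC80 plus DMSO and 100% = DMSO alone without agonist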
CHO-K1 Ca PAM = nonselective activator or artifact in parental CHO-K1 calcium assay; ATP EC20, Fluo-8 calcium fluorescence; 0% at ATP EC20, 100% at ATP max; activation, % at 3 µM; 360,000 compounds, 0.02% hits; AID 602247;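 active = activation above the run cutoff, the mean activation of all test compounds plus 3 SD, cut at about 40% in these data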;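 note: peak over basal fluorescence ratio in a 140 s read after ATP addition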
TAAR1 antag = human TAAR1 antagonism; Q96RJ0; CHO RD-HGA16 TAAR1, Fluo-8 calcium fluorescence, antagonist; inhibition, % at 3 µM; 360,000 compounds, 1.5% hits;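 active = inhibition above a per-plate cutoff, the mean inhibition of test compounds on that plate plus 3 SD, cut at about 49% in these data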;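 note: 0% = DMSO plus EC80 beta-PEA response and 100% = DMSO alone without agonist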
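Test system: RD-HGA16 CHO cells with stable hTAAR1 and Gα16 / Probe or stimulus: EC80 β-phenethylamine stimulus / Times: seeding 17-24 h prior, 75-min 37 °C, 30-min RT dye loading / Detection: Fluo-8 calcium-sensitive fluorescence / Read-out basis: % inhibition scaled between DMSO and EC80 PEA controls / Repeats: singlicate, one well per test compound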
Active calls of the source: *; x = not tested or not shown. No enrichment for hits; 4.4% or so of the library scored in one or more.

SMILES | CHO parental Ca | TAAR1 agonist | CHRM1 PAM | CHRM1 agonist | M1 ag parental | CHO-K1 Ca antag | CHRM1 antagonist | CHO-K1 Ca PAM | TAAR1 antag
CSc1ccccc1NC(=O)C1=COCCO1 | 1 | 1 | 2 | -4 | 0.1 | 3 | 2 | -11 | -12
CN1CCN(c2ccc(NC(=O)c3cc([N+](=O)[O-])ccc3N3CCOCC3)cc2)CC1 | 2 | 3 | 5 | -5 | 0.8 | -8 | -4 | 15 | 15
CCn1c(SCC(=O)NC2CC2)nnc1-c1ccc(F)cc1 | -9 | 2 | 4 | -1 | 1.6 | -7 | -7 | 4 | -4
O=C1OCCN1C(=O)[C@H]1[C@H](c2ccc(Cl)cc2)C(c2cccc(Cl)c2)=NN1c1ccc(Br)cc1 | 2 | 1 | 6 | -7 | 0.1 | -20 | -11 | 8 | 2
COc1ccc2[nH]c3c(c2c1)CCN1C(=O)C(CC(=O)NCCCn2ccnc2)C[C@H](C(=O)N2CCOCC2)[C@@]31CCC1CCCC1 (stereo partly specified) | -4 | 0 | 3 | -10 | 0.8 | -11 | -9 | 23 | 2
CCN(CC(=O)Nc1ccc(NC(C)=O)cc1)C(=O)c1sc2nc3n(c(=O)c2c1C)CCC3 | -6 | 2 | 3 | 3 | 0.3 | -16 | -3 | 1 | -4
O=C(O)CC1S/C(=N\N=C2\C(=O)Nc3ccccc32)N(c2ccc(O)cc2)C1=O (stereo unspecified) | -13 | 0 | -4 | -4 | 5.7 | -1 | 9 | 2 | -5
O=C(CN(Cc1ccccc1)C(=O)c1csnn1)NCc1ccc2c(c1)OCO2 | -7 | -4 | 12 | 4 | 2.5 | -2 | -6 | -22 | 13
O=C(Oc1nsnc1N1CCOCC1)N1CCOCC1 | 4 | 9 | 0 | -6 | 0.2 | -15 | -3 | 0 | -24
Cc1cc(C(=O)NCc2ccco2)no1 | -4 | -1 | 0 | -3 | 0.1 | -5 | 4 | 8 | 20
O=C(O)CCNS(=O)(=O)c1cccc2nsnc12 | 3 | 5 | 8 | -1 | 0.8 | -12 | -5 | 7 | 11
COc1ccc(N2CCN(C(=O)Cn3cnc4c(cnn4-c4ccc(C)cc4)c3=O)CC2)cc1 | -19 | -1 | 4 | -4 | 0.7 | -1 | -3 | -3 | -14
O=C(c1cccc(S(=O)(=O)N2CCOCC2)c1)N(Cc1ccco1)Cc1cccs1 | -21 | 4 | -1 | -4 | 1.6 | -2 | -4 | -7 | 13
COc1cc(/C=N/NC(=O)NC2CCCCC2)cc(OC)c1O | -8 | 1 | 8 | -1 | -0.1 | -9 | -9 | 8 | -2
CCc1nc(C)cn1S(=O)(=O)c1cc([N+](=O)[O-])ccc1Cl | -2 | 11 | 5 | -7 | 0.1 | -6 | -2 | 17 | 9
CNc1ccccc1NC(=O)C1CCCN1C(=O)OCc1ccccc1 (stereo unspecified) | -23 | 0 | 2 | -2 | 0.0 | -2 | -9 | -3 | -14
O=C(NC(=S)N1CCN(c2ccccc2)CC1)c1c(F)cccc1F | -6 | -1 | 9 | -4 | 1.4 | -2 | -14 | 21 | -15
COc1cccc(NC(=O)C2CCCC2)c1 | -10 | 1 | -3 | -5 | 0.0 | 0 | 8 | 14 | 14
Cc1ncc([N+](=O)[O-])n1CCOC(=O)Nc1ccc(Cl)c(Cl)c1 | -17 | 6 | 4 | -3 | 1.6 | -10 | -8 | 14 | 8
COC(=O)c1ccc(Oc2nc(Nc3ccc(C)c(C)c3)nc(N(C)C)n2)cc1 | -35 | 9 | -6 | -9 | -0.2 | -11 | 0 | -3 | 20
CCN(C[C@H]1N[C@@](CC)(C(=O)OC)[C@H]2C(=O)N(Cc3ccccc3)C(=O)[C@@H]12)S(=O)(=O)c1ccc(C)cc1 | -15 | 2 | 0 | -5 | 2.8 | -5 | -2 | 0 | 30
CCOC(=O)c1c(C)[nH]c(C(=O)OCC(=O)Nc2sccc2C(N)=O)c1C | 22 | 19 | -16 | 0 | 17* | 6 | 31* | -4 | 72*
CCCCc1nc(Cl)c(C#N)c2c1CCC2 | -3 | 0 | -6 | -1 | 0.6 | -2 | 10 | 5 | -26
COCCn1c(C)cc(C(=O)CN2c3cccc4cccc(c34)S2(=O)=O)c1C | -11 | 9 | -5 | -1 | 0.5 | -3 | 7 | 4 | 29
CC1CCN(S(=O)(=O)N2CCC(C(=O)NCc3cccnc3)CC2)CC1 | 5 | 0 | 10 | -3 | 1.5 | -15 | -15 | 13 | -22

CHRM1 antagonist: entries above that show a hit
SMILES | TAAR1 agonist | CHRM1 PAM | CHRM1 agonist | CHRM1 antagonist
CCOC(=O)c1c(C)[nH]c(C(=O)OCC(=O)Nc2sccc2C(N)=O)c1C | 19 | -16 | 0 | 31*

(cont.)
SMILES | CHO parental Ca | TAAR1 agonist | CHRM1 PAM | CHRM1 agonist | M1 ag parental | CHO-K1 Ca antag | CHRM1 antagonist | CHO-K1 Ca PAM | TAAR1 antag
Cc1ccc(C(=O)N/C(=C/c2ccco2)C(=O)O)cc1 | 1 | 1 | 9 | -3 | -0.5 | 8 | -6 | -3 | -16
COc1ccc(N2CCN(CCCNC(=O)C3CCN(S(=O)(=O)N4CCOCC4)CC3)CC2)cc1 | -7 | 13 | 6 | -7 | 0.6 | -19 | 3 | 26 | 13
Cc1ccc2c(CSc3nnc(C4CC4)n3N)cc(=O)oc2c1C | -14 | 14 | 2 | -2 | 1.2 | -15 | 1 | 19 | 0
Cc1ccc2c(c1)C(c1ccncc1)=NNC(c1cccnc1)=N2 | -4 | 6 | 9 | -3 | 0.7 | -6 | -12 | 14 | 17
CCn1c(=O)c(C(=O)CN(C)CC(=O)Nc2ccccc2Br)c(N)n(Cc2ccccc2)c1=O | x | 2 | 7 | -5 | 0.0 | 9 | -12 | -1 | 16
CCc1cccc(NC(=O)COC(=O)CSc2ccc(C)cc2)c1 | x | -2 | 4 | -3 | -0.3 | -2 | -6 | 11 | -16
Cc1c(O)c(S(=O)c2ccccc2)c(=O)n(-c2ccccc2)c1-c1ccccc1 (stereo unspecified) | -10 | 0 | 5 | -3 | 0.2 | 1 | -5 | 13 | -20
COc1cc2c(cc1OC)C(c1ccsc1)CC(=O)N2 (stereo unspecified) | 1 | 15 | -6 | -2 | -0.2 | -6 | 0 | 9 | 8
COc1cc(NC(=O)c2ccccc2[N+](=O)[O-])ccc1NC(=O)c1cc2ccccc2o1 | 3 | 15 | -7 | 2 | 12 | 10 | 17 | -6 | 46
Cc1ccc(N2Cc3ccccc3C2=O)cc1 | -17 | -1 | 5 | -3 | 0.0 | 3 | -27 | 15 | -16
COc1ccc(NC(=O)C2c3ccccc3OCC(=O)N2Cc2ccc3c(c2)OCO3)cc1 (stereo unspecified) | x | 3 | x | x | 0.0 | -7 | x | -5 | -13
CCc1ccc(N(C(=O)c2ccco2)C(C(=O)NC2CCCC2)c2ccncc2)cc1 (stereo unspecified) | -25 | 4 | -1 | 0 | -0.8 | -6 | -4 | 4 | -23
CC1(C(=O)N2CCN(c3ccc([N+](=O)[O-])cc3)CC2)CC1(Cl)Cl (stereo unspecified) | -7 | 10 | -2 | -2 | 8.2 | -6 | -1 | 10 | 7
O=C(Nc1ccc(Cl)c(Cl)c1)Nn1cnnc1 | x | 14 | 14 | 0 | 0.1 | -11 | -11 | -7 | 11
COc1ccc(C(=O)NCc2nnc(SCC(=O)Nc3nnc(C)s3)o2)cc1OC | 1 | 2 | 7 | -3 | 0.2 | -5 | -14 | 8 | -12
COc1cc(CN2CCN(Cc3ccc(C)cc3)C(CCO)C2)ccc1O (stereo unspecified) | 2 | 2 | 6 | -5 | 0.4 | -18 | -6 | 0 | 17
OC(COCc1ccccc1)CN1CCN(c2ccccc2F)CC1 (stereo unspecified) | -9 | 9 | -17 | -7 | 0.3 | 5 | 11 | -6 | -20
S=C(NCC1COc2ccccc2O1)Nc1ccccc1 (stereo unspecified) | -5 | 6 | -1 | -3 | 9.5 | -7 | 2 | 21 | -1
CCCC[C@@H]1CNC(=O)C(=O)N1CCCC | x | 2 | x | x | 0.7 | -10 | x | 0 | -15
O=C(Nc1cc2c3c(c1)CC(=O)N3CCC2)c1ccccc1Br | -21 | 2 | 1 | -4 | 0.3 | -3 | 2 | -20 | -31
COc1ccc(Cl)cc1S(=O)(=O)NCCCn1ccnc1 | -10 | 4 | 19 | -4 | 0.6 | -8 | -27 | 14 | -3
Cc1ccc(NS(=O)(=O)c2cc([N+](=O)[O-])ccc2N/N=C/c2sc(N3CCOCC3)nc2-c2ccccc2)c(C)c1 | -1 | 0 | 9 | -1 | 2.8 | -9 | -14 | 16 | 1
COc1ccc(N2CCCCn3c2nc2c3c(=O)n(C)c(=O)n2C)cc1 | 0 | 13 | -2 | -2 | 0.1 | 3 | -2 | -6 | -9
CCn1c(O)c(C=Nc2ccccc2)sc1=O | -17 | 0 | 7 | -3 | 0.5 | -15 | -6 | 16 | 8
Cn1c(SC2CCCCC2=O)nnc1-c1ccncc1 (stereo unspecified) | -12 | 2 | -5 | -5 | 0.1 | -22 | 13 | 3 | -15
(next part)
SMILES | CHO parental Ca | TAAR1 agonist | CHRM1 PAM | CHRM1 agonist | M1 ag parental | CHO-K1 Ca antag | CHRM1 antagonist | CHO-K1 Ca PAM | TAAR1 antag
C/C(=N\NC(=O)C1(C)CC1(Br)Br)c1ccc(C)cc1C (stereo unspecified) | -5 | 1 | -3 | -4 | -0.1 | -9 | -1 | -15 | -17
O=C(Nc1cccc(S(=O)(=O)N2CCCC2)c1)c1ccc2c(c1)OCO2 | -13 | 0 | -6 | -10 | 1.5 | 1 | 0 | 1 | 3
Cc1ccc(S(=O)(=O)NCC2CCC(C(=O)O)CC2)cc1 (stereo unspecified) | -4 | x | 13 | -5 | 0.7 | -20 | -10 | 28 | x
CCOC(=O)N1CCC(N2C(=O)c3ccccc3C2Nc2cc(OC)c(OC)c(OC)c2)CC1 (stereo unspecified) | -11 | 0 | 6 | -6 | -0.1 | -7 | -11 | 14 | -11
CO/N=C(\C)c1ncc(C(F)(F)F)cc1N1CCOCC1 | -7 | 10 | 0 | -3 | 0.4 | -16 | -7 | 12 | -10
COc1ccccc1Nc1nc(N)nc(CSC(=S)N2CCCCC2C)n1 (stereo unspecified) | -18 | -2 | 6 | -8 | 0.5 | 10 | -12 | 7 | -11
CCc1ccc(NC(=O)CCCN2C(=S)NC(C)(C)CC2C)cc1 (stereo unspecified) | -22 | -1 | 4 | -8 | -0.3 | -10 | -6 | 7 | -27

Two records drawn at random from the list so far, as already listed:
SMILES | CHO parental Ca | TAAR1 agonist | CHRM1 PAM | CHRM1 agonist | M1 ag parental | CHO-K1 Ca antag | CHRM1 antagonist | CHO-K1 Ca PAM | TAAR1 antag
Cc1ccc(S(=O)(=O)NCC2CCC(C(=O)O)CC2)cc1 (stereo unspecified) | -4 | x | 13 | -5 | 0.7 | -20 | -10 | 28 | x
CCc1ccc(NC(=O)CCCN2C(=S)NC(C)(C)CC2C)cc1 (stereo unspecified) | -22 | -1 | 4 | -8 | -0.3 | -10 | -6 | 7 | -27
